Source: PubChem BioAssay
hgDAF-12 ag – agonists of H. glycines DAF-12 nuclear receptor | AID 687014 | HEK293 GAL4-hgDAF12 UAS-luciferase reporter, agonist luminescence; normalized to butyrate control | activation, % at 6.8 µM | actives 1.8% (n = 370,000);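 active = activation above a cutoff set at the mean of all screened compounds plus 3 SD, cut at about 10% in these data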;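 note: 0% = DMSO wells and 100% = sodium butyrate wells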
ADAM17 inh – ADAM17 inhibition, QFRET primary screen; P78536; recombinant ADAM17, EDANS/DABCYL FRET peptide cleavage; inhibition, % at 6.95 µM; actives 0.83% (n = 370,000); AID 720648;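 active = inhibition above the mean of compounds lying between control limits plus 3 SD, set per campaign, cut at about 8.5% in these data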;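 note: 0% = DMSO-only wells as the low control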
PLC-beta3 inh – blocks human PLC-beta3 enzyme activity. Q01970. Purified PLC-beta3, fluorogenic substrate, fluorescence. inhibition, % at 12.2 µM. actives 0.18% (n = 370,000); in the data active = inhibition above about 11%;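 note: 0% = median of compound wells on plate and 100% = full blocker control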
Target sequence (Q01970 whole entry, looked up): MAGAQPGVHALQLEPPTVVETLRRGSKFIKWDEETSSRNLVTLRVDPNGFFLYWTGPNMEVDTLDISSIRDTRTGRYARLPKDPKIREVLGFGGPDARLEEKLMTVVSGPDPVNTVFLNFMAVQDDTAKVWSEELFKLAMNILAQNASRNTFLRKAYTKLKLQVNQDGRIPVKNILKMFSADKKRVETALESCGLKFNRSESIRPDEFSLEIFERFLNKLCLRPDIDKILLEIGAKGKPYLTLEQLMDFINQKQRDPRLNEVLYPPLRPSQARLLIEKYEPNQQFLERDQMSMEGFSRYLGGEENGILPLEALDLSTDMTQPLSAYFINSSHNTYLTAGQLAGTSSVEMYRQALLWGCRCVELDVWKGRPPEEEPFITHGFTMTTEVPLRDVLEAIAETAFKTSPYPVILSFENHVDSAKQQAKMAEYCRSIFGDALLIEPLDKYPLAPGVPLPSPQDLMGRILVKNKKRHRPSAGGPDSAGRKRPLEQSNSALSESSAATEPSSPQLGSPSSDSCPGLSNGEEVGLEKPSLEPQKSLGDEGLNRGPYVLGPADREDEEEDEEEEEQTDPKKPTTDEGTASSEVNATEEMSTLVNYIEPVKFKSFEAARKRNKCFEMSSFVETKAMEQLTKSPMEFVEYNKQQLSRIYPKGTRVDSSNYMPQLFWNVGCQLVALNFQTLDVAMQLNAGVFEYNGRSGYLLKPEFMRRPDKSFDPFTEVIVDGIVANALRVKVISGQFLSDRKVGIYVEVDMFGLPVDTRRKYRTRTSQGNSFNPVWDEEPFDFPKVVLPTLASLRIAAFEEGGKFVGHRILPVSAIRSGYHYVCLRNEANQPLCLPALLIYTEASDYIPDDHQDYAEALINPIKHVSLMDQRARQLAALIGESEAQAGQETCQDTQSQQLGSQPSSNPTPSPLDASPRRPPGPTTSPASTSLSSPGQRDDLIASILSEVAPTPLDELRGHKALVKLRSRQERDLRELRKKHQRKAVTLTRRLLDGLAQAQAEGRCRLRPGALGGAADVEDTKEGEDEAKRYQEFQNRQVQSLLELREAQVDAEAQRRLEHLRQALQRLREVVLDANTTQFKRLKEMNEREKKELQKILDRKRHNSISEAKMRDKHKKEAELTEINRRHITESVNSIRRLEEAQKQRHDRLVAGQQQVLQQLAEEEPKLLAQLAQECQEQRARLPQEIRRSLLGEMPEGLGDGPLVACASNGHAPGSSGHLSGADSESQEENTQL
DAX1 inh-1 – blocks DAX1 repression of SF-1 activated StAR promoter; HEK293T StAR-luciferase reporter, SF-1/DAX-1 repression relief; inhibition, % at 6.8 µM; actives 1.1% (n = 370,000); AID 652010;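 active = inhibition above the mean over all tested compounds plus 3 SD, cut at about 3.6% in these data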;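 note: 0% = DAX-1 cells with DMSO and 100% = cells lacking DAX-1 with DMSO; higher inhibition means more luminescence from relief of DAX-1 repression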
SMARCA2 activ – increases SMARCA2 function in MMTV reporter cells; MG213 cells, MMTV-luciferase reporter, dexamethasone, overnight; actives 1% (n = 370,000); activation, % at 9.1 µM; AID 652017; in the data active = activation above about 7.8%;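 note: 0% = vehicle wells and 100% = reference activator wells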
MBD2 inh – blocks human MBD2 binding to methylated DNA | TR-FRET, MBD2 binding to methylated oligonucleotide | inhibition, % at 4.4 µM | AID 686964 | actives 0.31% (n = 370,000) | Q9UBB5; in the data active = inhibition above about 13%
PLC-gamma1 inh – blocks human PLC-gamma1 enzyme activity | P19174 | purified PLC-gamma1, fluorogenic substrate, fluorescence | inhibition, % at 12.2 µM | actives 0.84% (n = 370,000); in the data active = inhibition above about 9.5%
hcDAF12 agonist – activates DAF-12 receptor from parasite H. contortus. HEK293 hcDAF-12 lit1-tk-luc reporter, luminescence; 0% DMSO, 100% Δ7-dafachronic acid. activation, % at 6.8 µM. actives 1.4% (n = 370,000). AID 652067;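 active = activation above the mean of all tested compounds plus 3 SD, cut at about 5.5% in these data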;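 note: 100% = response to 3 µM Δ7-dafachronic acid high control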
NR1D1 modulator – modulators of human Rev-erb alpha DNA binding. actives 0.79% (n = 370,000). activity, % at 10 µM. Rev-erbα–FITC-DNA binding, fluorescence polarization, 90 min. P20393. AID 1259318;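 active = activity above about 14%, limit read from the data; passing the limit was not always enough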;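 note: 0% = DMSO wells with 35 nM protein and 100% = DMSO wells with 750 nM protein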
ssDAF12 agonist – activates DAF-12 receptor from parasite S. stercoralis; HEK293 ssDAF-12/GRIP1 lit1-tk-luc reporter, luminescence; % of 3 µM dafachronic acid response; activation, % at 6.8 µM; actives 1% (n = 370,000);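 active = activation above the mean over all tested compounds plus 3 SD, cut at about 0.9% in these data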;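 note: 0% = DMSO-only wells and 100% = 3 µM delta7-dafachronic acid wells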
DAX1 inh-2 – inhibitors of human orphan nuclear receptor DAX1 (NR0B1). P51843. HEK293 Gal4-DAX1 luciferase reporter, luminescence. inhibition, % at 6.75 µM. actives 0.99% (n = 340,000). AID 504766;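 active = inhibition above the mean over all tested compounds plus 3 SD, cut at about 4.2% in these data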;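 note: 0% = DAX1-transfected cells with DMSO and 100% = empty-vector control cells with DMSO; inhibition shows as a rise in luminescence from relieved DAX1 repression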
Active calls of the source: *; i = inactive; . = no result given.

SMILES	hgDAF-12 ag	ADAM17 inh	PLC-beta3 inh	DAX1 inh-1	SMARCA2 activ	MBD2 inh	PLC-gamma1 inh	hcDAF12 agonist	NR1D1 modulator	ssDAF12 agonist	DAX1 inh-2
O=C(COc1ccccc1)Nc1ccccc1F	5.8	2	-4	1.3	5	-2	4	4.0	1	0.4	3.5
O=C1NCCN1c1ccccc1	1.9	-2	5	-0.8	-1	4	2	-0.5	-3	-0.6	3.9
CSc1ccc(OC2CCCCC2NS(=O)(=O)c2ccc(Cl)cc2)cc1 (stereo not drawn)	-0.6	7	-1	-1.0	-1	1	0	-1.4	-1	-1.6	1.1
CC(Sc1n[nH]c(-c2cccs2)n1)C(=O)Nc1ccc(C(N)=O)cc1 (stereo not drawn)	-1.4	-2	-3	-1.9	-2	0	-1	1.2	2	-1.4	0.1
Cc1ccc(/C=N/NC(=O)c2csc3c2CCCC3)cc1	4.1	-5	-1	-1.8	2	-2	-1	1.4	-3	-0.9	-2.2
COc1ccc([N+](=O)[O-])cc1NCc1cccc([N+](=O)[O-])c1	3.5	6	-3	0.1	-1	1	0	-1.7	12	-0.2	-1.5
Cc1cccc(-c2noc(-c3ccno3)n2)c1	1.3	-4	-3	0.4	3	2	-1	1.4	4	-1.3	4.9*
Cc1ccc(C(=O)N2CCOCC2)cc1Cl	-1.2	-6	0	-0.6	-3	-1	-3	-0.8	1	-1.2	1.0
O=C(O)C(=O)/C(=C\c1cccc2ccccc12)c1ccc2ccccc2n1	0.8	-3	-35	0.9	0	0	-26	2.2	-1	-0.5	0.6
CC(C)(C)NC(=O)C(c1ccccc1)N(C(=O)C1CSC(=O)C1)c1ccccc1 (stereo not drawn)	3.2	-4	5	-0.1	-2	5	1	0.6	-4	-0.6	0.0
COc1ccccc1NC(=O)Nc1nc(CC(=O)NCc2ccc(F)cc2)cs1	-3.4	3	1	-3.2	-4	-2	2	-1.9	7	-1.6	-2.0
COC(=O)C1=CN(Cc2ccc(OC)c(OC)c2)C=C(C(=O)OC)C1c1ccccc1F	-0.7	i	i	-0.3	-1	-4	i	-3.1	0	-0.8	0.1
Cc1ccc(O)c(NC(=O)c2cc([N+](=O)[O-])ccc2Cl)c1	-0.9	4	-2	-1.4	-2	9	0	1.9	-1	-0.4	-3.3
Cc1cc(SCC(=O)OCC(=O)NC(C)c2ccccc2)c(C)cc1Br (stereo not drawn)	0.2	5	-6	-0.5	2	-1	0	-1.5	4	-1.4	-0.7
O=C(NCCN1CCOCC1)c1ccc2c(c1)ncn2C1CCCC1	-1.4	-2	4	-0.4	1	-3	1	0.4	-6	-0.8	0.7
CC1(Cc2ccc(Cl)cc2)C(=O)Nc2ccc(-c3ccc(F)c(Cl)c3)cc21 (stereo not drawn)	-0.7	2	4	0.4	-3	5	-2	-2.1	6	-1.2	.
Cn1c(NC(=O)C2CCCO2)cc(=O)n(C)c1=O (stereo not drawn)	-0.2	1	5	-0.5	5	-1	-1	-0.6	1	-1.1	0.4
Cn1ncc(Cl)c1C(=O)N1CCN(C(=O)c2ccco2)CC1	0.2	2	5	0.5	0	-1	1	-0.5	-5	-0.8	-0.8
O=C(c1ccc(F)cc1)c1c[nH]c(C(=O)NCCCN2CCOCC2)c1	-2.6	-3	1	-0.3	0	-3	1	-0.8	-3	-1.8	0.1
O=C(OCC(=O)c1c[nH]c2ccccc12)c1ccc([N+](=O)[O-])s1	0.7	3	-1	-0.2	1	5	-1	2.0	0	0.1	-0.3
Cc1cccc(NC(=O)CNC(=O)CSc2nc(N)cc(N)n2)c1C	1.8	0	-3	1.3	-1	3	0	-1.5	4	-1.1	0.3
N#C/C(=C/Nc1ccccc1)c1ccsc1	-0.3	-3	2	-0.4	4	1	3	0.4	-2	-1.2	0.2
CS(=O)(=O)c1nncn1-c1ccccc1	2.5	-2	3	0.1	0	1	7	-0.6	-3	-0.6	-0.2
CC(NC(=O)C(=O)N1CCCCC1)C(c1cccs1)N1CCN(C)CC1 (stereo not drawn)	-1.4	-1	2	-1.3	0	3	1	-1.0	-5	-1.3	0.1
CC1(C)CC(CCN(Cc2ccccc2)C(=O)c2ccco2)(c2ccccc2)CCO1 (stereo not drawn)	0.2	0	-4	-0.3	2	-2	0	-2.4	-4	-2.1	-0.8
O=C(CSc1nnc(CNC(=O)c2ccccc2F)o1)c1ccc(Cl)cc1	-2.0	-3	-3	-1.2	-8	-4	-2	-0.4	5	-0.5	-1.1
Cc1nnc(Nc2ccc3c(c2)ncn3C)c2ccccc12	2.9	1	-13	-1.2	-1	-4	-11	-0.9	3	-1.9	0.7
Cc1ccc(C(C)C)c(OCC(=O)NNC(=O)Nc2ccccc2)c1	-0.7	1	-4	-0.5	-4	2	2	-0.8	-2	-1.4	-0.1
CC(C)(C)NC(=O)NC(=O)CSc1nnc(COc2ccccc2Cl)o1	1.1	-1	-4	-0.1	-1	21*	-2	-2.4	4	-1.3	1.7
CCN1CCN(c2ncnc3c2cnn3-c2ccc(C)cc2C)CC1	1.5	-1	1	0.2	-2	-2	3	3.1	-3	-1.5	0.5
Cc1ccc(-n2c(-c3cnccn3)n[nH]c2=S)c(Br)c1	-0.9	1	-4	0.3	0	-3	3	-2.0	-2	-1.5	-0.3
COc1cc(NC(=O)c2cccc([N+](=O)[O-])c2)ccc1NC(=O)c1cc2ccccc2o1	0.5	-5	-2	0.1	0	3	-2	-0.1	-8	-0.2	0.2
Cc1oc(-c2ccccc2)cc1C(=O)NCc1ccncc1	0.7	5	-7	-0.2	-7	-1	8	1.1	-1	-0.3	0.5
COc1ccc2c(c1)nc(NCCCO)n2Cc1ccccc1	3.3	-6	-12	0.8	-2	-8	1	-0.1	-2	-0.6	0.8
CCOc1ccccc1N(CC(=O)Nc1cccc(OC)c1)S(=O)(=O)c1ccccc1	-0.3	5	-1	-1.1	-1	3	5	-0.1	4	-1.4	-0.7
Fc1ccc(COc2ccc(-c3nnco3)cc2)c(Cl)c1	6.8	2	-7	-0.6	3	-6	-2	0.2	10	-1.0	1.1
CN(C(=O)c1ccc(NC(=O)Cc2cccc(NC(=O)C3CCCN(C(=O)C4CCCC4)C3)c2)cc1)C1CCCC1 (stereo not drawn)	-0.7	9.4*	10	0.7	-1	-5	6	-0.7	7	-1.4	0.0
COc1cc(C)nc(Nc2nc(C)c(C(C)=O)s2)n1	3.5	-6	0	-0.5	-2	6	4	2.1	7	-0.6	0.3
COC(=O)c1[nH]c2ccc(C)cc2c1NC(=O)Oc1ccccc1	7.2	-17	-41	1.4	3	0	-28	3.7	4	0.3	1.4
C=CCC(CC=C)(C(N)=O)c1ccccc1	-1.5	-7	-9	-0.3	-6	-6	-2	-0.6	-1	-1.2	0.1

Three entries from above, set out differently.
Order of results – hgDAF-12 ag	ADAM17 inh	PLC-beta3 inh	DAX1 inh-1	SMARCA2 activ	MBD2 inh	PLC-gamma1 inh	hcDAF12 agonist	NR1D1 modulator	ssDAF12 agonist	DAX1 inh-2
- Fc1ccc(COc2ccc(-c3nnco3)cc2)c(Cl)c1
→ 6.8	2	-7	-0.6	3	-6	-2	0.2	10	-1.0	1.1
- CN(C(=O)c1ccc(NC(=O)Cc2cccc(NC(=O)C3CCCN(C(=O)C4CCCC4)C3)c2)cc1)C1CCCC1 (stereo not drawn)
→ -0.7	9.4*	10	0.7	-1	-5	6	-0.7	7	-1.4	0.0
- COc1cc(C)nc(Nc2nc(C)c(C(C)=O)s2)n1
→ 3.5	-6	0	-0.5	-2	6	4	2.1	7	-0.6	0.3

The list goes on.
SMILES	hgDAF-12 ag	ADAM17 inh	PLC-beta3 inh	DAX1 inh-1	SMARCA2 activ	MBD2 inh	PLC-gamma1 inh	hcDAF12 agonist	NR1D1 modulator	ssDAF12 agonist	DAX1 inh-2
CCCC(O)(CCC)C(=O)NN(C(=O)CCl)c1ccccc1	-1.2	5	2	-1.1	-4	-3	9.7*	-2.0	-2	-1.5	-0.4
Cc1ccc(NC(=O)c2cc(-c3cccs3)on2)cc1C	3.6	-3	-11	1.2	3	1	-1	1.8	4	-0.7	1.8
Cc1nc(C(=O)Nc2ccc(Cl)cc2)nn1-c1ccc([N+](=O)[O-])cc1	0.2	0	4	0.1	6	0	4	0.5	-2	-1.5	0.4
CN(CC(=O)Nc1cccc(F)c1)C(=O)c1cccnc1Sc1ccccc1	1.9	1	-5	3.6	0	-6	2	0.2	6	-0.7	-0.1
CSCCC(NS(=O)(=O)c1ccc(Cl)cc1)C(=O)OCC(=O)NC12CC3CC(CC(C3)C1)C2 (stereo not drawn)	-0.1	0	4	1.5	0	2	3	-1.6	2	-0.9	-0.8
CSCc1cc(N2CCOCC2)nc(-c2ccccc2)n1	4.2	0	2	-0.8	-1	-2	0	-2.6	4	0.3	0.8
O=C(CNc1ccc2ccccc2c1)N/N=C/C=C/c1cccc([N+](=O)[O-])c1	-1.2	0	0	0.4	1	-3	-3	2.0	-24	0.6	0.0
N=C1/C(=C\c2ccc(OC(=O)c3ccco3)cc2)C(=O)N=C2SC(N3CCCCC3)=NN12	2.3	-17	-67	-0.2	1	0	-67	0.6	2	0.1	0.1
O=C(CCC1CCCC1)Nc1cc(Cl)ccc1N1CCOCC1	1.1	2	-6	0.5	-3	2	2	0.0	4	-1.3	-0.6
COc1ccc(CCN(C(=O)c2ccc(F)cc2)C2=CC3CCC(C2)N3C)cc1OC (stereo not drawn)	0.1	2	3	1.1	1	2	2	0.4	-3	-1.5	1.1
c1ccc(-c2nnc(-c3ccco3)n2-c2ccccc2)cc1	-0.7	5	-10	-1.1	-3	-2	-1	-0.8	-5	-1.4	0.7
CC(Sc1nncn1C)C(=O)Nc1ccc(N2CCCCC2)cc1 (stereo not drawn)	0.3	-5	-6	-0.7	1	3	-5	0.2	2	-0.9	0.9
CCCOc1ccc(C(=O)Nc2ccc(S(=O)(=O)NC3=NCCCCC3)cc2)cc1	-3.8	2	-4	-5.7	-4	-1	1	-2.3	0	-1.8	-2.3
Cc1ccc(NC(=O)C2CC2C)c(Cl)c1 (stereo not drawn)	2.9	2	1	0.6	0	-1	0	-0.3	7	-0.1	3.2
COC(=O)/C(=C\c1cccnc1)NC(=O)c1ccc(OCc2ccccc2)cc1	-0.5	-4	-10	-2.9	0	-1	-3	-3.4	1	-2.0	0.2
O=C(CNC(=O)c1ccc(Cl)cc1)NCCCn1ccnc1	1.7	-3	1	0.0	-2	-1	2	0.9	4	-0.6	2.4
CCOC(=O)C1CCCN(C(=O)c2ccc(S(=O)(=O)N3CCOCC3)cc2)C1 (stereo not drawn)	1.4	-3	-11	-2.1	-3	3	1	-1.2	1	-1.5	-0.2
Cn1c(C(=O)O)cc2c(=O)n3ccccc3nc21	-0.3	i	i	0.3	0	-3	i	-1.6	-2	-1.4	0.6
CCOc1ccc(CN2CCNC(=O)C2CC(=O)NCCCn2ccnc2)cc1 (stereo not drawn)	1.0	-4	-3	-0.7	2	1	-2	-0.3	12	-1.2	0.2
O=C1N=C2SCCN2/C1=C\c1ccc(Cl)cc1	-1.2	-2	-1	0.1	-1	-4	-1	-0.7	-1	-0.9	-0.8
Cc1nn(Cc2ccccc2)c(Cl)c1C(=O)NCc1ccc(C)n1C	-1.1	2	-20	-0.2	4	2	-17	-0.3	0	-1.6	3.2
CCOc1ccc(-n2c(=S)sc3c(=O)[nH]c(SCC(=O)NC(C)CC)nc32)cc1 (stereo not drawn)	3.2	-4	1	0.4	0	-1	0	0.2	-2	-0.9	0.5
